S2 tox: cell viability loss in ATXN counter-screen; Potency, µM (top dose mostly 56.7 µM), usual class: cytotoxic; S2 cells (HEK-293 line with an ATXN2-luciferase reporter) viability, CellTiter-Fluor protease fluorescence, 24 h; AID 651635; 0.49% of 400,000 active; further: nearly all actives have a fitted effect of over 40% in size
ATXN2 expr inh: ATXN2 expression inhibition. Potency, µM (titrated, usually from 57 µM), without a hit: top-dose activity change, negative = inhibition, hits mostly inhibitors. 0.72% of 360,000 active. AID 1745845. HEK-293 ATXN2-luciferase reporter, luminescence, 24 h; further: on the % scale 0 is the no-effect control and ±100 the full control effect; nearly all actives have a fitted effect of over 55% in size
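ATXN2-luciferase reporter cells (luciferase flanked by upstream and downstream ATXN2 gene portions) were treated 24 h at 37 °C with compounds at up to 57 uM. SteadyGlo luminescence gave expression; GF-AFC fluorescence gave viability.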
A549 tox: counter-screen for Nrf2 inhibitors: cytotoxicity in A549 cells | A549 ARE-Fluc cells, CellTiter-Fluor viability, 18-24 h | Potency, µM (titrated, usually from 46 µM), without a hit: at the top dose activity change, negative = cytotoxicity, most hits filed as inhibitors | 0.16% of 390,000 active | AID 504648; further: on the % scale 0 is the no-effect control and ±100 the full control effect
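A549 ARE_Fluc cells in 5% FBS OPTI-MEM were exposed to compounds in concentration-response for 18-24 h at 37 deg C. Viability was read by CellTiter-Fluor fluorescence (Ex 405/Em 525) after 30 min, before the luciferase read.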
Nrf2 inh: Nrf2 pathway inhibition | 2.1% of 360,000 active | Potency, µM (series often up to 46 µM), for the others: at the top dose activity change, negative = inhibition, most hits filed as inhibitors | AID 504444 | A549 ARE-Fluc reporter, luciferase luminescence, 18-24 h; further: on the % scale 0 is the no-effect control and ±100 the full control effect; nearly all actives have a fitted effect of over 60% in size
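Reporter: ARE-Fluc in A549. Exposure: 18-24 h, 37 °C, 5% CO2, 5% FBS OPTI-MEM. Readouts: fluorescent cytotoxicity (CellTiter-Fluor), then luminescent Nrf2 signal after BugLite.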
HepG2 viability: kills HepG2 cells in TGF-b inhibitor counter-screen | HepG2 CAGA-GFP viability, ATP luminescence, 18 h | Potency, µM (top dose mostly 46.1 µM), without a hit: top-dose activity change, negative = cytotoxicity, most hits filed as cytotoxic | AID 588856 | 0.76% of 410,000 active; further: some results filed as inactive show a strong effect at the top dose
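HepG2 CAGA-GFP cells (1000/well, DMEM with 1% FBS) received compound, then TGF-beta at 500 pg/mL final, and were incubated 18 hours at 37 degrees C. Viability was read by CellTiter-Glo luminescence. Media-only wells were set as complete cell-killing and DMSO as no toxicity.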
MCF10A rereplic: induces DNA re-replication in MCF 10a normal breast cells; 2.9% of 350,000 active; MCF 10A DNA re-replication, Hoechst nuclear intensity, 48 h; AID 624296; Potency, µM (top dose mostly 46.1 µM), inactives show at the highest dose activity, positive = re-replication, most hits filed as activators; further: % of control where 0% means no effect; nearly all actives have a fitted effect of over 50% in size
Nrf2 ARE act: activators of Nrf2 (ARE) signaling; AREc32 ARE-luciferase reporter (MCF7-derived line), luminescence, 24 h; Potency, µM (top dose mostly 46.1 µM), without a hit: at the top dose activation, most hits filed as activators; AID 624171; 0.31% of 410,000 active; further: % of control where 0% means no effect; nearly all actives have a fitted effect of over 65% in size
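Cells of the AREc32 ARE-luciferase line are plated in OPTI-MEM containing 5% FBS and left overnight at 37 deg C. Compounds are pinned in, incubation continues 24 hr, and firefly luciferase signal is then measured.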
EPAC2 antag: EPAC2 (human) antagonism. EPAC2 GEF exchange of Rap1B-BODIPY-GDP, fluorescence. Potency, µM (series often up to 114 µM), for inactives: at the top dose activity, negative = inhibition, most hits filed as inhibitors. 0.18% of 360,000 active. AID 720708; further: on the % scale 0 is the no-effect control and ±100 the full control effect; nearly all actives have a fitted effect of over 45% in size; many of its hits are not listed in these tables
Target sequence (Q8WZA2 whole entry, looked up): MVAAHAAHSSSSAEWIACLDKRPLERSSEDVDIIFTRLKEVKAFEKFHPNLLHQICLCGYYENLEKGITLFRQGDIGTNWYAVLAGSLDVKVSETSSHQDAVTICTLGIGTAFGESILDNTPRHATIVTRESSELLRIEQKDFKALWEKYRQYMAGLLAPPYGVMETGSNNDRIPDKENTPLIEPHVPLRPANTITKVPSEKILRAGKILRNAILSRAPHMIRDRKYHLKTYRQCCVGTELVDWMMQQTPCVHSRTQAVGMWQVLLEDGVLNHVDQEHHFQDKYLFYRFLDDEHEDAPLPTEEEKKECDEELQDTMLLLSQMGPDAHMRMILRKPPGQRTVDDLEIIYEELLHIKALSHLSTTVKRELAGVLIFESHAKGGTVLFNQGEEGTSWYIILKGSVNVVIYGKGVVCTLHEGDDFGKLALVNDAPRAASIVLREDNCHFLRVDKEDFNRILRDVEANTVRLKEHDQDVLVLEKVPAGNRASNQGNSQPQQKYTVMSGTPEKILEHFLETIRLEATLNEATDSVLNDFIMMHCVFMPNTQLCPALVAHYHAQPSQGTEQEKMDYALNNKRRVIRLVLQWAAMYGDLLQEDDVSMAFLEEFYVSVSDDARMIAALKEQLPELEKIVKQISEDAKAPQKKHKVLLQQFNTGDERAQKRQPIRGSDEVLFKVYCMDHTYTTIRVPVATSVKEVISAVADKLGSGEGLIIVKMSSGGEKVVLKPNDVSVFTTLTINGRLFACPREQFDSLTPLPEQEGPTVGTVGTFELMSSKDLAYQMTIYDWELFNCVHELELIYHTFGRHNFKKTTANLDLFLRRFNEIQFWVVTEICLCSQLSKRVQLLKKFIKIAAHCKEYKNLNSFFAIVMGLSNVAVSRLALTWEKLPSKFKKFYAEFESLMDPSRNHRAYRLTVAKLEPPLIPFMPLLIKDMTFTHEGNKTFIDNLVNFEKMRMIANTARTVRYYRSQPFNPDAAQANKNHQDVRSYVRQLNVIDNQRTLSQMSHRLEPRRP
TGFb inhibitor: TGF-b pathway inhibition | HepG2 CAGA-GFP TGF-b/SMAD3 reporter, GFP fluorescence, 18 h; TGF-beta stimulated, 500 pg/mL final | Potency, µM (titrated, usually from 46.1 µM), for inactives: at the top dose activity, negative = inhibition, actives largely listed as inhibitors | 1.2% of 410,000 active; further: on the % scale 0 is the no-effect control and ±100 the full control effect; nearly all actives have a fitted effect of over 65% in size
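HEPG2 CAGA-GFP reporter cells (1000/well, DMEM with 1% FBS) received compounds, then recombinant TGF-beta at 500 pg/mL final for 18 hours at 37 degrees C. Per-cell GFP summed per well was normalised to unstimulated and stimulated DMSO controls before curve fitting.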
* = called active by the depositor; i = inactive; ? = inconclusive; . = not tested or not shown; & = joins results of further samples; [ ] = another dose, or the depositor's remark. The call rests on the fitted dose curve; in most records, active means well fitted curve in the direction sought with a large enough effect; inconclusive means small, poorly fitted or top-dose-only effect, or another doubt; inactive means no such curve, though single readings can be large; an effect the other way counts as inactive or inconclusive. Potency means the concentration at half of the fitted maximal effect. These rows are one share of the data; rates above refer to the full screens.

SMILES | S2 tox | ATXN2 expr inh | A549 tox | Nrf2 inh | HepG2 viability | MCF10A rereplic | Nrf2 ARE act | EPAC2 antag | TGFb inhibitor
CC(C)(Oc1ccc(Cl)cc1)C(=O)Nc1cccc(S(=O)(=O)NC2=NCCC2)c1 | i | -8% | 1% | 0% | -6% | 0% | -1.1% | 0% | -7%
CC(NC(=O)/C(C#N)=C/c1ccco1)c1ccccc1 (configuration not stated) | i | -16% | 2% | -6% | -16% | -3% | 2.7% | -1% | -27%
COc1ccc(NC(=O)CN(C)C(=O)c2ccc(N3CCCCCC3)c([N+](=O)[O-])c2)cc1 | ? | 8% | -11% | -15% | -3% | 24% | -0.1% | 0% | 23%
CCCCN(CC)C(=O)Cc1c(C(=O)O)[nH]c2ccc(Cl)cc12 | i | 7% | -5% | . | -4% | 12% | -0.7% | -12% | -1%
O=S(=O)(Nc1cccc(-c2ccc(N3CCCCC3)nn2)c1)c1ccc(Cl)s1 | ? | -14% | -12% | . | -40% | . | -1.0% | . | ?
O=C1CCCN1CC(CN1CCOCC1)Sc1nnnn1-c1ccccc1 (configuration not stated) | ? | 3%&-4% | -5%&-1% | -3%&6% | 0%&6% | -29%&-5% | 0.1%&0.1% | -2%&2% | 2%&-29%
CCOC(=O)CSc1nc(-c2ccc(OC)cc2)cc(C(F)(F)F)c1C#N | i | 10% | 2% | 7% | -6% | . | 7.7% | . | 9%
COC(=O)CCN(C(=O)C1C2CC3CC(C2)CC1C3)c1ccccn1 (configuration not stated) | i | 14% | -2% | -4% | -14% | 1% | -0.4% | -3% | 1%
CC(C)c1ccc(NS(=O)(=O)c2ccc3[nH]c(=O)ccc3c2)cc1 | i | -3% | -15% | ? | -17% | . | -0.9% | . | -16%
COCCNC(=O)C(=O)NNC(=O)COc1ccc(OC)cc1 | i | . | -4% | -11% | -3% | 3% | 3.4% | -1%[57.1 µM] | 11%
CSc1ccccc1OCc1cc(C(=O)N2CCCC(C)C2)no1 (configuration not stated) | i | 66%[activator] | 5% | ? | -22% | 15% | 2.6% | -4% | -2%
COc1ccc(CN2CCC(C(=O)NC(C)c3cccc4ccccc34)CC2)cc1 (configuration not stated) | i | 0% | . | . | -14% | . | -0.4% | -25% | 9%
O=C(CSc1nnc(-c2ccccc2O)o1)N1CCCCC1 | ? | 5% | -16% | -19% | -8% | -3% | 0.5% | 2% | 0%
Cc1ccc(CNCc2cccn2-c2nnc(N3CCCC3)s2)cc1 | i | 14% | -6% | ? | -42% | . | 4.8% | . | -31%
CN(Cc1ccccc1F)c1cc2c(c3c1ccn3C)C1CCC2O1 (configuration not stated) | ? | -10% | . | . | -22% | . | -0.8% | ? | -13%
CC(Oc1ccccc1F)C(=O)NNC(=O)CCNC(=O)c1ccccc1Cl (configuration not stated) | i | -1% | 9% | 16% | 17% | -10% | 0.0% | 9% | 9%
Cc1cccc(-c2nc(CSCC(=O)N3CCN(c4ccccn4)CC3)c(C)o2)c1 | i | -17% | -9% | 21µM* | -23% | ? | -0.1% | 1% | -13%
CCCC(c1nnnn1C1CCCCC1)N1CCN(C2CCCC2)CC1 (configuration not stated) | i | -4% | -19% | . | 31% | 2% | -0.2% | 6% | 19%
Brc1cccc(OCCn2ccnc2)c1 | i | 6% | 0% | 6% | -4% | 0% | 0.3% | 9% | -2%
NC(=O)c1cc(Cl)cn(-c2ccccc2)c1=O | i | 2% | 0% | -4% | -15% | -7% | -0.4% | 0% | 0%
COC(=O)C1CCN(S(=O)(=O)c2cc3c4c(c2)CCN4C(=O)CC3)CC1 | i | 1% | 3% | 2% | -2% | 9% | 0.1% | 10% | -9%
CCc1sc(C(=O)NCc2ccccc2)cc1C | i | 24% | -1% | -4% | 8% | -2% | 2.9% | -12% | -1%
O=C(N/N=C/c1cc(Cl)cc([N+](=O)[O-])c1O)c1cc(-c2ccccn2)nc2ccccc12 | i | . | -14% | ? | -27% | 6% | 4.6% | -16% | ?
O=S(=O)(NCc1ccc2c(c1)OCO2)c1cccc(S(=O)(=O)N2CCOCC2)c1 | i | 0% | -3% | 9% | -25% | 7% | 0.4% | 13% | -15%
CN(Cc1ccccc1)S(=O)(=O)c1ccc(Cl)c(C(=O)NCc2ccncc2)c1 | i | -6% | 3% | ? | 0% | 19% | 0.7% | 1% | -30%

3 compounds from above, arranged by molecular weight, smallest number first:
SMILES | S2 tox | ATXN2 expr inh | A549 tox | Nrf2 inh | HepG2 viability | MCF10A rereplic | Nrf2 ARE act | EPAC2 antag | TGFb inhibitor
CCc1sc(C(=O)NCc2ccccc2)cc1C | i | 24% | -1% | -4% | 8% | -2% | 2.9% | -12% | -1%
O=C(CSc1nnc(-c2ccccc2O)o1)N1CCCCC1 | ? | 5% | -16% | -19% | -8% | -3% | 0.5% | 2% | 0%
COC(=O)CCN(C(=O)C1C2CC3CC(C2)CC1C3)c1ccccn1 (configuration not stated) | i | 14% | -2% | -4% | -14% | 1% | -0.4% | -3% | 1%

(list continues)
SMILES | S2 tox | ATXN2 expr inh | A549 tox | Nrf2 inh | HepG2 viability | MCF10A rereplic | Nrf2 ARE act | EPAC2 antag | TGFb inhibitor
Cc1cc(C)n(Cc2cccc(C(=O)N/N=C/c3cccnc3)c2)n1 | i | 5% | -3% | 1% | 4% | -2% | -0.6% | 13% | 3%
O=C(Nc1cccc(-c2nc3ccccc3[nH]2)c1)c1ccccc1F | . | . | 1% | 2% | -26% | . | 7.3% | . | 1%
Cc1cccc(C)c1-n1nnnc1SCC(=O)c1c(N)n(C2CC2)c(=O)[nH]c1=O | i | 11% | -4% | -10% | -23% | 12% | -0.3% | 8% | -6%
CNC(=O)c1oc(-c2ccccc2)nc1C | i | . | 0% | ? | 2% | -7% | 1.9% | -3% | -25%
O=C(c1ccc(COCC(F)(F)F)o1)N1CCCC1 | ? | 0% | 2% | -12% | 0% | -6% | 0.0% | -8% | 0%
Cc1ccc(S(=O)(=O)Nc2ccc(-n3cnnn3)cc2)cc1 | i | 7% | 1% | -17% | -4% | ? | -0.3% | 8% | 4%
COC(C[C@@H]1O[C@H]1C(=O)[C@@H](C)OCc1ccccc1)OC | i | -16% | 0% | 7% | -83% | ? | ? | 14% | ?
CCOC(=O)C1CCN(C(=O)Nc2cccc(OC)c2)CC1 | i | 3% | -3% | 4% | -63% | ? | -0.2% | 7% | -10%
COc1ccc(NC(=O)CC2C(=O)N(c3ccc(OC)cc3)C(=O)N2C(C)C)cc1 (configuration not stated) | i | 13% | -6% | 19% | -1% | 16% | -0.4% | 8% | 2%
O=C(Cn1cnc2onc(-c3ccc(Cl)cc3)c2c1=O)Nc1ccc(F)cc1 | i | -26% | -10% | . | 14% | . | -0.5% | . | 14%
CCCC(=O)c1ccc(OC(=O)c2c(-c3ccccc3Cl)noc2C)cc1 | . | . | 23% | . | -23% | . | -0.5% | . | -7%
CCS(=O)(=O)c1ccc(O)c(NC(=O)COc2ccc(Br)cc2)c1 | i | -5% | 2% | ? | -2% | 10% | 0.1% | 2% | -2%
CC(=O)c1ccc(NC(=O)C(C)OC(=O)CCCN=C2NS(=O)(=O)c3ccccc32)cc1 (configuration not stated) | i | -3% | 2% | 7% | 6% | 2% | 0.1% | -11% | -10%
O=C(CN1C(=O)NC(Cc2c[nH]c3ccccc23)C1=O)NCCc1ccccc1 (configuration not stated) | ? | -18% | 0% | ? | -40% | 4% | 0.1% | -3% | -1%
Cc1ccc(CN2CCN(/N=C\C=C\c3ccccc3)CC2)cc1 | i | 20%[11.3 µM] | 1% | -14% | -20% | 9% | -0.7% | -5% | 5%
CCSc1cnn(-c2ccccc2)c(=O)c1Cl | ? | 12% | -20% | 4% | -3% | ? | ? | 4% | -1%
COc1ccc(NC(=O)N2CCc3c(sc4c3CCCC4)C2c2ccccc2OC)cc1 (configuration not stated) | . | . | -1% | -7% | -25% | . | 1.2% | . | 1%
CN(Cc1ccno1)Cc1cn(Cc2ccccc2)nc1-c1ccc2c(c1)OCO2 | i | -6% | 1% | -21% | 1% | 3% | 0.3% | -11% | -1%
Cc1ccccc1-n1c(C)nnc1SCC(=O)N1CCc2ccccc2C1 | i | 2% | -2% | 2% | -7% | ? | 0.2% | -6% | 1%
COc1ccc(-n2c(SCC(=O)O)nnc2-c2ccc(NC(=O)c3ccccc3)cc2)cc1 | i | 6% | -2% | 4% | 7% | -1% | -0.7% | 3% | 8%
CCN1CCN(c2cc(C)c3cc(NC(=S)N4CCN(c5ccccc5F)CC4)ccc3n2)CC1 | ? | -16% | -4% | 3% | -21% | 13% | 2.9% | -4% | ?
Cc1ccc(C(=O)N/C(=C\c2ccc(-c3ccccc3[N+](=O)[O-])o2)C(=O)NCCCN2CCOCC2)cc1 | i | -19% | -15% | 15% | -30% | ? | 2.2% | -3% | ?
CCNC(=O)c1ccccc1-c1nc(-c2ccccc2Cl)no1 | i | 9% | -3% | 24% | 19% | 0% | 9.2% | 7% | 0%
Cn1nnnc1SCc1cn2cccnc2n1 | i | -3% | -7% | 0% | 0% | 2% | -0.2% | 6% | ?
N#CCC(=O)NCCCOC(=O)Nc1ccc(Cl)c(Cl)c1 | i | -10% | 7% | -23% | -38% | 0% | 0.2% | 0% | ?
CC1CCCN(C(=O)CSCC(=O)N=c2sc3ccccc3n2C)C1 (configuration not stated) | i | 1% | 4% | . | -19% | ? | 2.3% | -3% | ?
Cc1cc(Oc2ccccc2F)nc(NCc2ccccc2)n1 | ? | -18% | -1% | ? | -18% | 29% | 2.0% | 0% | -1%
Cc1ccc(C(=O)NCC(=O)Nc2ccccc2C(F)(F)F)cc1 | ? | 1% | -7% | 3% | -1% | -2% | -0.1% | 12% | -13%
CCC(=O)N1CCc2cc(S(=O)(=O)NC(Cc3ccccc3)C(=O)Nc3ccc(C)cc3)ccc21 (configuration not stated) | ? | 8% | 0% | ? | -23% | . | -0.3% | . | -4%

Some values from the results shown:
EPAC2 antag, CCS(=O)(=O)c1ccc(O)c(NC(=O)COc2ccc(Br)cc2)c1 stands at 2%
A549 tox, CCNC(=O)c1ccccc1-c1nc(-c2ccccc2Cl)no1 stands at -3%
A549 tox, O=C(Cn1cnc2onc(-c3ccc(Cl)cc3)c2c1=O)Nc1ccc(F)cc1 stands at -10%

Bioassay records from PubChem BioAssay.
